Compound activity (PubChem BioAssay)
Runt-SMMHC FRET: inhibitors of RUNX1 Runt–CBFb-SMMHC binding, primary screen, biochemical, FRET, Cerulean-Runt, Venus-CBFb-SMMHC, uHTS | Runt-related transcription factor 1 (Homo sapiens) + Core-binding factor subunit beta … | Cerulean-Runt/Venus-CBFb-SMMHC FRET ratio 530/480, 1 h | inhibition, % at 20 µM | actives 0.74% (n = 220,000);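 active = mean inhibition across duplicate retests at 20 µM reaching about 50%, limit read from the data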;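 also: 0% = DMSO wells and 100% = wells with excess untagged CBFb-SMMHC; inhibitors lower the FRET ratio by blocking Runt binding to CBFb-SMMHC; some results filed as inactive read as strong as hits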
NPY-Y1 PAM-ag: NPY-Y1 receptor potentiators or agonists, primary screen, cell-based; Neuropeptide Y receptor type 1 (Homo sapiens), P25929; NPY-Y1 expressing cells, potentiator/agonist activation; activation, % at 3.6 µM; actives 0.37% (n = 220,000); AID 1304, 2008; in the data active = activation above about 33%, passing the limit was not always enough;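 also: cells stimulated with NPY at EC10 then isoproterenol at EC100; 0% = low agonist plus stimulus and 100% = saturating agonist plus stimulus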
MDM2 E3 inh: MDM2-luciferase reporter signal enhancers, primary screen, MDM2 E3 ligase inhibitor project, cell-based, luminescence, 1536-well; cell-based MDM2 ubiquitination luciferase reporter, 2 h; 0 = plate control, 100 = twice control, blank-subtracted; actives 0.11% (n = 210,000); signal enhancement, % at 5 µM;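 active = signal enhancement of 30% or more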;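 also: luminescence tracks abundance of the self-degrading MDM2-luciferase fusion protein; higher signal means inhibition of MDM2 E3 ligase activity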
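Assay system: stable mammalian line carrying autodegrading MDM2–luciferase fusion reporter; amount: 2000 cells seeded into each well; buffer or medium: DMEM; benchmarks: plate control and blank wells; signal: luciferase luminescence; timing: 2 h compound exposure at 37 °C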
p97 ATPase inh: inhibitors of human p97 ATPase, primary screen, biochemical; Transitional endoplasmic reticulum ATPase (Homo sapiens), P55072; recombinant p97 ATPase, Kinase-Glo ATP luminescence, 3 h; inhibition, % at 8 µM; actives 0.42% (n = 220,000); AID 1481, 2009; in the data active = inhibition above about 15%;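 also: 0% = DMSO vehicle and 100% = wells lacking enzyme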
Target sequence (P55072 whole entry, looked up): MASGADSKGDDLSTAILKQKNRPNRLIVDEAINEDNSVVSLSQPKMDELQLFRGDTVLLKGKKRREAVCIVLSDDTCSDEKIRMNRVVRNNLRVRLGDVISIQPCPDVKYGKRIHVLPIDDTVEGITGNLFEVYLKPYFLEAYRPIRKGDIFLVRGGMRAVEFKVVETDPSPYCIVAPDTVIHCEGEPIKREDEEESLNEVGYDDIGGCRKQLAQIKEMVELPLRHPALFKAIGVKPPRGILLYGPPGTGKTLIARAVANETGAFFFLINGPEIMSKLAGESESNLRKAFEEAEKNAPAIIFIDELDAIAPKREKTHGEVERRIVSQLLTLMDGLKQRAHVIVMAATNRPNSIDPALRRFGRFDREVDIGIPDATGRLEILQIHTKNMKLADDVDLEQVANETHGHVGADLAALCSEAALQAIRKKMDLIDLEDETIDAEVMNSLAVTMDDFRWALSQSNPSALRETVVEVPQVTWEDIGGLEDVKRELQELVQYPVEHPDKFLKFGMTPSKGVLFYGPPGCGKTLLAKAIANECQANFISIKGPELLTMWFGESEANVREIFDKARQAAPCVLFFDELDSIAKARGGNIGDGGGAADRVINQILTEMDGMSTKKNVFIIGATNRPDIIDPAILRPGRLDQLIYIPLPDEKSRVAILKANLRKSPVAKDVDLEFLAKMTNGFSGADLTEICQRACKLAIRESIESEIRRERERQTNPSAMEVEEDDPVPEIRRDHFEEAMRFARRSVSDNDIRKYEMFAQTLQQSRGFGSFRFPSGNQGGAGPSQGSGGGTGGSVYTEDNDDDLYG
RBBP9 inh: human RBBP9 inhibitors, primary screen, biochemical, fluorescence polarization, FP-Rh probe, HTS; Serine hydrolase RBBP9 (Homo sapiens), O75884; recombinant RBBP9; inhibition, % at 7.94 µM; actives 0.2% (n = 220,000); AID 1515, 2009;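 active = inhibition above the campaign mean of all tested compounds plus 3 SD, cut at about 14% in these data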;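 also: plate controls were DMSO wells with RBBP9 for no effect and wells lacking RBBP9 protein for full effect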
Target sequence (O75884 whole entry, looked up): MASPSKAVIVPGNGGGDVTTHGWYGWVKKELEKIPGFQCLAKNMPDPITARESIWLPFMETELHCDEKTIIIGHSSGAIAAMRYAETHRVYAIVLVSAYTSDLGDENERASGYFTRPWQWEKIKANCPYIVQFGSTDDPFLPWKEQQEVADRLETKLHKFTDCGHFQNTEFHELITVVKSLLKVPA
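Test system – recombinant human RBBP9 · Input – RBBP9 2.5 µM in dispensing solution, pre-mixing · Medium – Tris buffer pH 8.0, NaCl, Pluronic · Schedule – preincubation 30 min plus labeling 45 min at 25 °C · Measured by – fluorescence polarization · Measure – % inhibition · Controls – DMSO and no-protein wells · Replicates – one well per compound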
Runt-CBFb FRET: inhibitors of RUNX1 Runt–CBFb binding, primary screen, biochemical, FRET, Cerulean-Runt, Venus-CBFb, uHTS; Cerulean-Runt/Venus-CBFb FRET ratio 530/480, 1 h; inhibition, % at 20 µM; actives 0.46% (n = 220,000); AID 1496, 2009;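 active = inhibition over about 50% at 20 µM in the single-dose screen, limit read from the data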;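 also: 0% = DMSO wells and 100% = excess unlabeled CBFb competitor control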
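System: Cerulean-labeled Runt domain protein | Quantity: 100 nM of each labeled protein | Schedule: 1 h compound exposure, room temperature | Detection: Fluorescence energy transfer, 422 nm excitation, 530/480 nm emission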
NPY-Y2 PAM-ag: NPY-Y2 potentiators or agonists, primary screen, cell-based | Neuropeptide Y receptor type 2 (Homo sapiens), P49146 | cells expressing NPY-Y2, potentiator/agonist read-out | activation, % at 3.6 µM | actives 0.45% (n = 220,000); in the data active = activation above about 27%;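 also: cells stimulated with NPY near EC25 plus isoproterenol at EC100; 0% = vehicle plus submaximal agonist and 100% = vehicle plus saturating agonist; some results beyond the cut were filed as inactive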
NPY-Y1 antag: NPY-Y1 receptor antagonists, primary screen, cell-based | Neuropeptide Y receptor type 1 (Homo sapiens), P25929 | HEK293-CNG Y1 cells, membrane potential fluorescence; NPY at EC95, then isoproterenol | inhibition, % at 3.6 µM | actives 1% (n = 200,000);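 active = inhibition above the campaign mean inhibition of all tested compounds plus 3 SD, cut at about 20% in these data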;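 also: 0% = DMSO wells given NPY plus isoproterenol and 100% = isoproterenol alone without NPY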
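Material: HEK293 Y1/CNG channel cell line; also added: NPY (25 nM), isoproterenol (1 µM), Ro 20-1724 (25 µM); doses: one concentration, 3.6 µM, in 0.4% DMSO; schedule: compound incubation 1 h at room temperature, readout 45 min post-stimulation; technique: membrane potential fluorescence; measure: fluorescence ratio normalized to % inhibition between controls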
Hck-Nef inh: inhibitors of Nef-activated human Hck kinase, primary screen, biochemical, Z-Lyte FRET, 384-well, Hck-YEEI. Tyrosine-protein kinase HCK (Homo sapiens), P08631. Recombinant Hck-YEEI plus Nef, Z-Lyte FRET kinase assay. inhibition, % at 20 µM. actives 0.68% (n = 220,000). AID 463187, 2010;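 active = Hck-Nef kinase inhibition above about 50%, limit read from the data; inactive = inhibition below that limit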;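 also: 0% = DMSO with Hck plus Nef and 100% = Hck alone without Nef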
Numbers without * were called inactive; . = no result given. An unsorted share of the library; any-hit rate near 3.5%.

SMILES | Runt-SMMHC FRET | NPY-Y1 PAM-ag | MDM2 E3 inh | p97 ATPase inh | RBBP9 inh | Runt-CBFb FRET | NPY-Y2 PAM-ag | NPY-Y1 antag | Hck-Nef inh
COc1ccccc1C(=O)C1CCCN(C(=O)c2snnc2C)C1 (configuration not stated) | -2 | -14 | -22 | 1 | -5 | 0 | -4 | -5 | 0
CC(C)CC1NC(=O)N(CC(=O)N2CCN(S(=O)(=O)c3ccc(Cl)cc3)CC2)C1=O (configuration not stated) | 0 | 0 | -1 | 12 | -11 | -1 | 5 | 1 | 1
COc1cc(N2C(=O)c3ccccc3C2=O)c(Cl)cc1C(=O)OCC(=O)N1CCOCC1 | -3 | -7 | -5 | 2 | 7 | 0 | -11 | 0 | -4
CCOc1ccc(/C=N/Nc2cc(C)nc(N3CCOCC3)n2)cc1 | 1 | -21 | -10 | -7 | -4 | -3 | -14 | . | 17
Cc1ccc(NC(=O)CN(C)C(=O)/C=C/c2cccs2)cc1 | 4 | -9 | . | 6 | 5 | -2 | 5 | 5 | 3
O=C1C(=O)N(Cc2ccccc2)C(=O)N1CCOc1ccccc1 | -2 | 0 | -32 | 2 | 0 | -1 | -1 | 7 | -1
COc1cccc(C2(c3cccc(OC)c3)CC2C(=O)Nc2cccc3ccccc23)c1 (configuration not stated) | -1 | -8 | -15 | 5 | -5 | 3 | 12 | 2 | 1
O=C(COC(=O)CNS(=O)(=O)c1ccc(F)c(F)c1F)Nc1ccc(OC(F)F)cc1 | 2 | 8 | -15 | 5 | 3 | -2 | 14 | -1 | 3
N#Cc1c(NC(=O)CSc2nc(-c3ccco3)cc(C(F)(F)F)n2)sc2c1CCCC2 | 1 | -13 | -2 | -3 | -8 | 2 | -21 | -1 | 8
Cc1ccc(/C=C2\SC(=S)N(/N=C/c3cc([N+](=O)[O-])ccc3O)C2=O)o1 | -18 | 6 | -23 | 21* | 15* | -7 | 9 | 0 | 142*
CCCn1c(Nc2ccc(Cl)cc2)nc2ccccc21 | 1 | -1 | 7 | -3 | -7 | -1 | 12 | -4 | -1
CNc1ccccc1C(C)(C)c1ccn[nH]1 | -1 | 17 | -28 | 1 | 7 | 0 | 7 | -2 | -2
c1cncc(-c2nc(NCCCN3CCOCC3)c3c4c(sc3n2)CCC4)c1 | -2 | -6 | -4 | -2 | -4 | -2 | -13 | 18 | 30
CC1CN(c2ccccc2)CCN1Cc1nc(Cc2ccccc2)no1 (configuration not stated) | 0 | -11 | -8 | -2 | -5 | -1 | -5 | 3 | 17
O=C(/C=C/c1ccncc1)c1ccc(NC(=O)c2ccccc2F)cc1 | 9 | -31 | -7 | 11 | -19 | 4 | 18 | -3 | 7
C=CCSc1nc(-c2ccccc2)c2cc(Cl)ccc2n1 | -2 | -3 | 1 | 2 | -1 | -1 | 1 | 0 | 0
CN1CCN(C/C(=C2/N=C(c3ccccc3)OC2=O)N(C)C)CC1 | -8 | 11 | 1 | 1 | -6 | -1 | -16 | 8 | 0
Cc1c(Cl)c(-c2n[nH]c(=S)n2Cc2ccco2)nn1C | 0 | -4 | -11 | 1 | -11 | 2 | 7 | 0 | 8
OCC1OC(n2cnc3c(NC4CCCCC4)ncnc32)C(O)C1O (configuration not stated) | 2 | -2 | 8 | 6 | 6 | 1 | -49 | -1 | 4
Cc1nc(N)nc(Nc2ccc(C#N)cc2)c1Br | -1 | 18 | -7 | 10 | 3 | -1 | 12 | . | 1
COc1cc(/C=N/NC(=O)Cc2csc(C)n2)ccc1OCC(C)C | -2 | -4 | -11 | 7 | 3 | -6 | -9 | -5 | -16
CCOc1ccccc1NC(=O)C(OC(=O)C1CC1)c1ccccc1 (configuration not stated) | 0 | -8 | . | -2 | -3 | 1 | -24 | . | 25
OC(COc1ccccc1)CSc1ncn[nH]1 (configuration not stated) | 2 | -5 | -12 | 1 | 0 | 2 | -1 | -7 | -1
O=C1c2cccc(OCC(=O)N3N=C(c4cccs4)CC3c3ccc(F)cc3)c2CCN1Cc1cccnc1 (configuration not stated) | -1 | -30 | -18 | -2 | 3 | -4 | -9 | -4 | -1
O=C(O)CN1C(=O)CC(Cc2ccc(Cl)cc2)C1=O (configuration not stated) | 2 | -1 | -1 | 2 | -7 | -1 | -10 | -1 | 0
CC1(C)OC(=CC=Nc2ccc(Cl)cc2)OC1(C)C | 3 | 4 | 5 | -9 | -5 | 0 | -14 | . | -8
COc1ccc(CC(=O)n2[nH]c(=O)cc(C)c2=O)cc1OC | -2 | -9 | -7 | -1 | 5 | 7 | -7 | . | 2
COc1ccc(CC(=O)NNC(=O)c2ccc(SCc3cc(F)ccc3F)c([N+](=O)[O-])c2)cc1 | -5 | 10 | -3 | 4 | -7 | 1 | 8 | 0 | 2
COC(=O)N/N=C/c1ccccc1OCc1ccccc1 | 3 | -2 | 14 | 1 | 1 | -3 | 9 | 2 | 5
CCn1c(SCC(=O)Nc2cc(C)ccc2C)nnc1-c1cnccn1 | -11 | -4 | 2 | -2 | -8 | 0 | 2 | 0 | -9

Sorted by number of heavy atoms (lowest first): some entries from above
SMILES | Runt-SMMHC FRET | NPY-Y1 PAM-ag | MDM2 E3 inh | p97 ATPase inh | RBBP9 inh | Runt-CBFb FRET | NPY-Y2 PAM-ag | NPY-Y1 antag | Hck-Nef inh
OC(COc1ccccc1)CSc1ncn[nH]1 (configuration not stated) | 2 | -5 | -12 | 1 | 0 | 2 | -1 | -7 | -1
Cc1nc(N)nc(Nc2ccc(C#N)cc2)c1Br | -1 | 18 | -7 | 10 | 3 | -1 | 12 | . | 1
O=C(O)CN1C(=O)CC(Cc2ccc(Cl)cc2)C1=O (configuration not stated) | 2 | -1 | -1 | 2 | -7 | -1 | -10 | -1 | 0
Cc1c(Cl)c(-c2n[nH]c(=S)n2Cc2ccco2)nn1C | 0 | -4 | -11 | 1 | -11 | 2 | 7 | 0 | 8
COC(=O)N/N=C/c1ccccc1OCc1ccccc1 | 3 | -2 | 14 | 1 | 1 | -3 | 9 | 2 | 5
COc1ccc(CC(=O)n2[nH]c(=O)cc(C)c2=O)cc1OC | -2 | -9 | -7 | -1 | 5 | 7 | -7 | . | 2
CN1CCN(C/C(=C2/N=C(c3ccccc3)OC2=O)N(C)C)CC1 | -8 | 11 | 1 | 1 | -6 | -1 | -16 | 8 | 0
OCC1OC(n2cnc3c(NC4CCCCC4)ncnc32)C(O)C1O (configuration not stated) | 2 | -2 | 8 | 6 | 6 | 1 | -49 | -1 | 4
COc1ccc(CC(=O)NNC(=O)c2ccc(SCc3cc(F)ccc3F)c([N+](=O)[O-])c2)cc1 | -5 | 10 | -3 | 4 | -7 | 1 | 8 | 0 | 2

Additional records.
SMILES | Runt-SMMHC FRET | NPY-Y1 PAM-ag | MDM2 E3 inh | p97 ATPase inh | RBBP9 inh | Runt-CBFb FRET | NPY-Y2 PAM-ag | NPY-Y1 antag | Hck-Nef inh
O=C(CSc1n[nH]c(-c2cccnc2)n1)Nc1ccccc1 | 6 | -45 | 5 | 3 | -2 | 0 | -2 | 6 | 12
CN(c1ccc(C(=O)Nc2ccc(CC#N)cc2)cc1)S(C)(=O)=O | -3 | 0 | -3 | 3 | -13 | 2 | 4 | 0 | 20
C/C=C/C(=O)N1CC2(CC(c3cccc(NC(=O)CCCCC)c3)=NO2)C[C@H]1C(N)=O (some centres not stated) | 0 | . | 2 | . | . | -1 | . | . | 22
c1c2c(cc3sc(N4CCCCC4)nc13)OCCO2 | -2 | -3 | -78 | -12 | -6 | 0 | 1 | 2 | 5
Cc1onc(-c2c(F)cccc2Cl)c1C(=O)N1C=CC(C(F)(F)Cl)=NCC1 | 6 | 10 | -12 | -5 | -5 | -1 | 14 | -3 | 0
CC(/C=C/c1ccccc1)=N\Nc1nc2c(c(=O)[nH]c(=O)n2C)n1CCO | 1 | -10 | -11 | 0 | 4 | 6 | -9 | . | 6
Cc1ccc(N2C(=S)SC3CS(=O)(=O)CC32)cc1 (configuration not stated) | 4 | 2 | 8 | 6 | 2 | -1 | 5 | 8 | 37
Cc1cc(C)n2c(SCC(C)C)nnc2n1 | -3 | 0 | -4 | -1 | -6 | 2 | 1 | 1 | 19
O=C(Cn1ncc2c3ccccc3n(Cc3ccccc3)c2c1=O)NCc1ccco1 | -2 | -13 | -3 | -1 | -6 | 2 | -24 | . | 28
COc1ccc(CC(=O)N2CCC(Nc3nc4ccccc4n3Cc3ccc(F)cc3)CC2)cc1 | 1 | -65 | -12 | -3 | -10 | -7 | -14 | 3 | 8
CC(C)(C)c1ccc(C(=O)/C=C2\NC(=O)CS2)cc1 | 0 | -10 | -28 | -6 | -3 | -4 | 10 | -3 | 0
Cc1ccc(CNC(=O)CN(Cc2ccccc2)S(C)(=O)=O)cc1 | -8 | -6 | -4 | 1 | 1 | -8 | -8 | 2 | 5
Cc1cc(/C=N/NC(=O)CC2(C)OCCO2)c(C)n1-c1ccc(Cl)c(Cl)c1 | -7 | -15 | -6 | -3 | 8 | -8 | 1 | -4 | 6
